Screening data deposited in PubChem by several laboratories.
Pemphigus Ab inh: inhibitors of pemphigus antibody binding to human desmoglein-3. binding (percent of control), % at 10 µM. actives 0.48% (n = 310,000). AID 588358. DSG3-coupled beads, scFv-anti-DSG3-GFP binding, flow cytometry; hits give low values. P32926;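 active means binding more than 3 SD below its plate's average and above zero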;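 further: hits lower antibody fragment binding to DSG3; some compounds called inactive have numbers as strong as hits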
OPRM1-OPRD1 inv: inverse agonist of human OPRM1-OPRD1 heterodimerization; inhibition, % at 9.3 µM; P35372+P41143; actives 0.21% (n = 340,000); cell-based MOR-DOR heterodimer luminescence, inverse agonism; in the data active means inhibition above about 22%, passing the limit was not always enough;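 further: 0% = cells with DMSO and 100% = wells without cells with DMSO; values of inactives mirror those of a sister screen read the other way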
Target sequence (P35372 whole entry, looked up): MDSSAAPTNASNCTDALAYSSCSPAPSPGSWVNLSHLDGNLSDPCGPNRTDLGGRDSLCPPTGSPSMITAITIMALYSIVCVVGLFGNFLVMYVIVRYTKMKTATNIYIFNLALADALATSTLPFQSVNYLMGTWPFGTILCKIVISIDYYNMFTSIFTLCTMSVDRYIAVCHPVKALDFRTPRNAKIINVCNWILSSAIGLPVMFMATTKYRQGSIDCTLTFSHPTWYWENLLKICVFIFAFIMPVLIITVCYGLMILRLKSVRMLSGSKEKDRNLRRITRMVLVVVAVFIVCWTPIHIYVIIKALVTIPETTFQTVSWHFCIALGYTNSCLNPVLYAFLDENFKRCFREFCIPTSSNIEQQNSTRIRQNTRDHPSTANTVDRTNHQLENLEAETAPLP
Target sequence (P41143 whole entry, looked up): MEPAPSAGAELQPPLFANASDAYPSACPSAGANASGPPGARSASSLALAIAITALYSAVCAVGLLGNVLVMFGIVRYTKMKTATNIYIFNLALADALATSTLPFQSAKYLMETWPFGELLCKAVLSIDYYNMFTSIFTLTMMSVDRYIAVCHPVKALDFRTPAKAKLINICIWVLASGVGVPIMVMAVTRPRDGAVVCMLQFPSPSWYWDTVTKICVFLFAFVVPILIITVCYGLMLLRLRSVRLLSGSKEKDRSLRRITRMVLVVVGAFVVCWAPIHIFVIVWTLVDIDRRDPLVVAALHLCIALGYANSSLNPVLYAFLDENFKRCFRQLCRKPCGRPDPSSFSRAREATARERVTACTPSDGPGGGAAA
OPRM1-OPRD1 ag: OPRM1-OPRD1 heterodimerization agonism | P35372+P41143 | actives 0.3% (n = 340,000) | AID 504326 | cells, luminescence | activation, % at 9.3 µM; in the data active means activation above about 18%;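 further: 0% = vehicle-treated cells and 100% = reference agonist; values of inactives mirror those of a sister screen read the other way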
HTR5A ag ctr: counter-screen for OPRM1-OPRD1 agonists: human HTR5A agonism. AID 504692. activation, % at 9.3 µM. P47898. actives 0.61% (n = 340,000). HTR5A agonist assay, luminescence, cell-based; in the data active means activation mostly above about 9.5%, no sharp cut-off; inactive means mostly below about 7.6%;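 further: 0% = cells with vehicle only and 100% = reference agonist; strong numbers were not always called active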
E coli growth: reduces bacterial viability in AddAB counter-screen; E. coli V3065 growth, OD600 absorbance, 18 h; AID 449728; inhibition, % at 11.9 µM; actives 0.27% (n = 330,000);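 active means inhibition above the campaign's mean inhibition across all tested compounds plus 3 SD, cut at about 9.9% in these data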;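 further: uninfected addAB+ strain grown without phage in ampicillin broth; 0% = DMSO wells and 100% = ciprofloxacin 0.95 µg/ml wells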
PKA-R1A act: activators of PKA-R1A complex; activation, % at 11.4 µM; AID 504707; PKA-R1A dissociation, Cy5-IP20 fluorescence polarization; scaled: DMSO 0%, 113 µM cGMP 100%; actives 0.083% (n = 340,000);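 active means percent activation above the mean of all tested compounds plus 3 SD, cut at about 19% in these data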;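 further: higher means more PKAc released from R1A so a rise in polarization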
PfHsp90 yeast 2: reduces growth (ATP signal) of yeast expressing P. falciparum Hsp90; AID 504621; inhibition, % at 9.4 µM; actives 0.32% (n = 310,000); S. cerevisiae expressing PfHsp90, BacTiter-Glo ATP, 48 h; yeast lacking PDR1 and PDR3 efflux regulators;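 active means every replicate shows inhibition above about 80%, whatever the replicate mean, limit read from the data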;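 further: 0% = DMSO neutral controls and 100% = 20 µM radicicol positive controls; yeast relying on Plasmodium falciparum Hsp90 in place of its own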
AddAB inh: less growth of phage-infected E. coli with AddAB. AID 435030. actives 0.29% (n = 330,000). inhibition, % at 11.9 µM. E. coli expressing H. pylori AddAB, absorbance growth; in the data active means inhibition above about 12%;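 further: 0% = vehicle wells of infected cells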
phage Ecoli inh: E. coli growth loss with phage present | growth absorbance | inhibition, % at 11.9 µM | actives 0.26% (n = 360,000); in the data active means inhibition above about 11%
HTR5A inv ag: HTR5A inverse agonism, opioid heterodimer counter-screen; HTR5A cell line, luminescence; inhibition, % at 9.3 µM; actives 0.083% (n = 340,000); in the data active means inhibition mostly above about 23%, no sharp cut-off; inactive means mostly below about 18%;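 further: 0% = cells with DMSO and 100% = no-cell wells with DMSO; some compounds called inactive have numbers as strong as hits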
Mot1-301 SUMO: SUMOylation pathway inhibition by Mot1-301 growth rescue | S. cerevisiae Mot1-301 growth rescue, ATP luminescence, 38.5C; percent above DMSO median, 100 means doubled | growth rescue, % at 18.8 µM | actives 1% (n = 320,000);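 active means every valid replicate shows activation above 250% relative to neutral control wells; inactive means the rest, any valid replicate at or below 250%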;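 further: OY570 slx delta 5 strain wells were the positive control but not used for scaling; some compounds called inactive have numbers as strong as hits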
* marks the source's active call; other numbers are inactive results. Rows were taken by chance, and some 3.2% of all compounds hit somewhere here.

Results for CC1(C)CC(C(CCN(Cc2ccccc2)C(=O)c2ccco2)c2ccc(F)cc2)CCO1 (centres undefined) ?
Pemphigus Ab inh: 99; OPRM1-OPRD1 inv: -16; OPRM1-OPRD1 ag: 3.2; HTR5A ag ctr: -1; E coli growth: -2.3; PKA-R1A act: -18; PfHsp90 yeast 2: 17; AddAB inh: -0.5; phage Ecoli inh: 1.3; HTR5A inv ag: 4; Mot1-301 SUMO: -17

What do the screens show for `Clc1ccccc1Nc1nc(-c2cccnc2)cs1`?
Pemphigus Ab inh: 87; OPRM1-OPRD1 inv: 8; OPRM1-OPRD1 ag: -1.5; HTR5A ag ctr: 0; E coli growth: 0.6; PKA-R1A act: -14; PfHsp90 yeast 2: -30; AddAB inh: 0.1; phage Ecoli inh: -0.6; HTR5A inv ag: -3; Mot1-301 SUMO: 107

Results for N#Cc1ccc(C(=O)NC2=NCCS2)cc1 ?
Pemphigus Ab inh: 104; OPRM1-OPRD1 inv: 13; OPRM1-OPRD1 ag: -2.6; HTR5A ag ctr: -3; E coli growth: -1.7; PKA-R1A act: -7; PfHsp90 yeast 2: 2; AddAB inh: 3.0; phage Ecoli inh: 3.0; HTR5A inv ag: 11; Mot1-301 SUMO: -12

Results for CN(C)S(=O)(=O)c1ccc(Cl)c(NC(=O)CN2CCC(Cc3ccccc3)CC2)c1 ?
Pemphigus Ab inh: 98; OPRM1-OPRD1 inv: -3; OPRM1-OPRD1 ag: 0.5; HTR5A ag ctr: 3; E coli growth: 2.8; PKA-R1A act: -4; PfHsp90 yeast 2: -4; AddAB inh: 3.1; phage Ecoli inh: 3.1; HTR5A inv ag: 3; Mot1-301 SUMO: -17

What do the screens show for `CCC(=O)Nc1cccc(NC(=O)c2ccc(C)c([N+](=O)[O-])c2)c1`?
Pemphigus Ab inh: 101; OPRM1-OPRD1 inv: 16; OPRM1-OPRD1 ag: -2.9; HTR5A ag ctr: -4; E coli growth: 1.7; PKA-R1A act: -5; PfHsp90 yeast 2: -6; AddAB inh: 3.4; phage Ecoli inh: 3.5; HTR5A inv ag: 12; Mot1-301 SUMO: 14

What do the screens show for `CC(OC(=O)CCN=C1NS(=O)(=O)c2ccccc21)C(=O)c1ccccc1` (centres undefined)?
Pemphigus Ab inh: 120; OPRM1-OPRD1 inv: 3; OPRM1-OPRD1 ag: -0.6; HTR5A ag ctr: -2; E coli growth: -2.5; PKA-R1A act: -2; PfHsp90 yeast 2: 48; AddAB inh: -1.1; phage Ecoli inh: 2.6; HTR5A inv ag: 4; Mot1-301 SUMO: 68

How did CCNC(=S)N(Cc1cc2cc(C)c(C)cc2[nH]c1=O)C1CCCC1 do in these assays?
Pemphigus Ab inh: 119; OPRM1-OPRD1 inv: 3; OPRM1-OPRD1 ag: -0.7; HTR5A ag ctr: -13; E coli growth: -1.6; PKA-R1A act: 4; PfHsp90 yeast 2: 8; AddAB inh: -2.1; phage Ecoli inh: 4.8; HTR5A inv ag: -47; Mot1-301 SUMO: 10

What do the screens show for `O=C(NN=c1c(=O)c2ccccc2c1=O)c1ccccc1`?
Pemphigus Ab inh: 100; OPRM1-OPRD1 inv: 5; OPRM1-OPRD1 ag: -0.9; HTR5A ag ctr: 1; E coli growth: 0.6; PKA-R1A act: -4; PfHsp90 yeast 2: -15; AddAB inh: -1.4; phage Ecoli inh: 1.6; HTR5A inv ag: 10; Mot1-301 SUMO: 38

What do the screens show for `NS(=O)(=O)c1ccc(Nc2ncccc2[N+](=O)[O-])cc1`?
Pemphigus Ab inh: 101; OPRM1-OPRD1 inv: -21; OPRM1-OPRD1 ag: 4.1; HTR5A ag ctr: 1; E coli growth: -0.9; PKA-R1A act: -8; AddAB inh: 0.4; phage Ecoli inh: 4.4; HTR5A inv ag: -6; Mot1-301 SUMO: 29

Results for COc1cc(/C=N/N(C)C)ccc1OC(=O)c1ccco1 ?
Pemphigus Ab inh: 101; OPRM1-OPRD1 inv: -9; OPRM1-OPRD1 ag: 1.7; HTR5A ag ctr: 2; E coli growth: 1.2; PKA-R1A act: 3; PfHsp90 yeast 2: -15; AddAB inh: 0.9; phage Ecoli inh: 0.3; HTR5A inv ag: -41; Mot1-301 SUMO: -9

Results for N#Cc1ccc(OCC(=O)N2CCN(S(=O)(=O)c3ccc(Cl)s3)CC2)cc1 ?
Pemphigus Ab inh: 102; OPRM1-OPRD1 inv: 11; OPRM1-OPRD1 ag: -2.9; HTR5A ag ctr: 1; E coli growth: -2.1; PKA-R1A act: -12; PfHsp90 yeast 2: 12; AddAB inh: -1.1; phage Ecoli inh: 2.8; HTR5A inv ag: -27; Mot1-301 SUMO: -3

What do the screens show for `C/C(=N\N1CCN(c2ccccc2)CC1)c1ccccc1O`?
Pemphigus Ab inh: 106; OPRM1-OPRD1 inv: 4; OPRM1-OPRD1 ag: -0.8; HTR5A ag ctr: -8; E coli growth: 0.0; PKA-R1A act: 4; PfHsp90 yeast 2: -6; AddAB inh: 1.5; phage Ecoli inh: 1.2; HTR5A inv ag: -5; Mot1-301 SUMO: 23

Results for COc1ccc(OCC(=O)Nc2nccs2)cc1 ?
Pemphigus Ab inh: 117; OPRM1-OPRD1 inv: 9; OPRM1-OPRD1 ag: -2.0; HTR5A ag ctr: -5; E coli growth: 2.6; PKA-R1A act: -3; PfHsp90 yeast 2: 13; AddAB inh: 1.2; phage Ecoli inh: 2.6; HTR5A inv ag: 13; Mot1-301 SUMO: 3

Results for CC(=O)Nc1ccc(OCCOc2ccc(/C=C3\C(=N)N4N=C(C(C)C)SC4=NC3=O)cc2)cc1 ?
Pemphigus Ab inh: 95; OPRM1-OPRD1 inv: 12; OPRM1-OPRD1 ag: -2.4; HTR5A ag ctr: -3; E coli growth: -0.2; PKA-R1A act: 0; PfHsp90 yeast 2: 7; AddAB inh: 2.4; phage Ecoli inh: -0.1; HTR5A inv ag: 12; Mot1-301 SUMO: -14

What do the screens show for `Cc1ccccc1-c1nc(Cc2ccccc2)no1`?
OPRM1-OPRD1 inv: 0; OPRM1-OPRD1 ag: 0.0; HTR5A ag ctr: -1; E coli growth: -0.6; PKA-R1A act: -11; PfHsp90 yeast 2: -1; AddAB inh: 2.8; phage Ecoli inh: 0.8; HTR5A inv ag: 18; Mot1-301 SUMO: 28

How did COc1ccc(C(=O)COC(=O)C2CCCN2C(=O)C23CC4CC(CC(C4)C2)C3)cc1 (centres undefined) do in these assays?
Pemphigus Ab inh: 109; OPRM1-OPRD1 inv: 2; OPRM1-OPRD1 ag: -0.2; HTR5A ag ctr: 1; E coli growth: 2.1; PKA-R1A act: -3; PfHsp90 yeast 2: -21; AddAB inh: 1.6; phage Ecoli inh: 3.8; HTR5A inv ag: -2; Mot1-301 SUMO: -16

What do the screens show for `N/C(=N\OC(=O)c1ccc2ccccc2c1)c1ccncc1`?
Pemphigus Ab inh: 102; OPRM1-OPRD1 inv: -85; OPRM1-OPRD1 ag: 12; HTR5A ag ctr: 5; E coli growth: 1.9; PKA-R1A act: 7; PfHsp90 yeast 2: -73; AddAB inh: 1.7; phage Ecoli inh: 2.6; HTR5A inv ag: -14; Mot1-301 SUMO: -22

What do the screens show for `Cc1cc(C(=O)NC(C)C2CC2)c(Cl)cc1Cl` (centres undefined)?
Pemphigus Ab inh: 103; OPRM1-OPRD1 inv: 4; OPRM1-OPRD1 ag: -0.9; HTR5A ag ctr: -2; E coli growth: 1.0; PKA-R1A act: -5; PfHsp90 yeast 2: -10; AddAB inh: 3.2; phage Ecoli inh: 0.9; HTR5A inv ag: 6; Mot1-301 SUMO: 18

What do the screens show for `CCc1nnc(NC(=O)c2ccc(-c3ccccc3F)o2)s1`?
Pemphigus Ab inh: 130; OPRM1-OPRD1 inv: 4; OPRM1-OPRD1 ag: -0.8; HTR5A ag ctr: -1; E coli growth: -0.1; PKA-R1A act: -15; AddAB inh: 0.5; phage Ecoli inh: 3.0; HTR5A inv ag: 14; Mot1-301 SUMO: -15

Results for O=C1c2cc(S(=O)(=O)N(CCO)CCO)ccc2-c2ccc(S(=O)(=O)N(CCO)CCO)cc21 ?
Pemphigus Ab inh: 111; OPRM1-OPRD1 inv: -5; OPRM1-OPRD1 ag: 1.0; HTR5A ag ctr: -4; E coli growth: 1.5; PKA-R1A act: 3; PfHsp90 yeast 2: -5; AddAB inh: 2.6; phage Ecoli inh: -1.0; HTR5A inv ag: -20; Mot1-301 SUMO: 41

How did COc1ccc(-n2nc(C(=O)NCC(=O)N3CCN(C)CC3)c3ccccc3c2=O)cc1OC do in these assays?
OPRM1-OPRD1 inv: 4; OPRM1-OPRD1 ag: -0.6; HTR5A ag ctr: 0; E coli growth: -0.2; PKA-R1A act: 6; PfHsp90 yeast 2: -2; AddAB inh: 0.5; phage Ecoli inh: 2.0; HTR5A inv ag: -17; Mot1-301 SUMO: 413

What do the screens show for `Cn1c(=O)cc(OCC(=O)NCCCN2CCN(c3ccccc3F)CC2)c2ccccc21`?
Pemphigus Ab inh: 106; OPRM1-OPRD1 inv: 14; OPRM1-OPRD1 ag: -2.7; HTR5A ag ctr: 1; E coli growth: -1.8; PKA-R1A act: 3; PfHsp90 yeast 2: -30; AddAB inh: 2.1; phage Ecoli inh: 1.0; HTR5A inv ag: 7; Mot1-301 SUMO: -21

Results for NS(=O)(=O)c1ccc(S(=O)(=O)N(CCc2ccccc2)Cc2ccccn2)cc1 ?
Pemphigus Ab inh: 126; OPRM1-OPRD1 inv: 8; OPRM1-OPRD1 ag: -1.6; HTR5A ag ctr: -1; E coli growth: -0.7; PKA-R1A act: 6; PfHsp90 yeast 2: 14; AddAB inh: -1.0; phage Ecoli inh: 1.4; HTR5A inv ag: 3; Mot1-301 SUMO: 6

What do the screens show for `CCc1ccccc1N(CC(=O)N1CCN(c2ccccc2F)CC1)S(C)(=O)=O`?
Pemphigus Ab inh: 98; OPRM1-OPRD1 inv: 16; OPRM1-OPRD1 ag: -2.6; HTR5A ag ctr: 4; E coli growth: -0.6; PKA-R1A act: -7; PfHsp90 yeast 2: -9; AddAB inh: 0.2; phage Ecoli inh: 1.6; HTR5A inv ag: -10; Mot1-301 SUMO: -21

What do the screens show for `CCOC(=O)C1CCCN(C(=O)CN(c2ccc(OC)cc2)S(=O)(=O)c2c(C)noc2C)C1` (centres undefined)?
Pemphigus Ab inh: 104; OPRM1-OPRD1 inv: -3; OPRM1-OPRD1 ag: 0.7; HTR5A ag ctr: 5; E coli growth: -0.9; PKA-R1A act: 4; PfHsp90 yeast 2: 14; AddAB inh: 2.3; phage Ecoli inh: -0.3; HTR5A inv ag: -15; Mot1-301 SUMO: 7

What do the screens show for `Cc1ccn(CCC(=O)N2c3ccccc3CC2C)n1` (centres undefined)?
Pemphigus Ab inh: 100; OPRM1-OPRD1 inv: 14; OPRM1-OPRD1 ag: -2.6; HTR5A ag ctr: 2; E coli growth: 1.2; PKA-R1A act: -17; PfHsp90 yeast 2: 11; AddAB inh: 2.1; phage Ecoli inh: 3.7; HTR5A inv ag: -7; Mot1-301 SUMO: -14
